TbREL1 primary: TbREL1 inhibition, primary screen; P86926; TbREL1 RNA ligation, FRET fluorescence; inhibition, % at 9.66 µM; 89,000 tested, 0.49% active; AID 1117264;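 active = inhibition above the mean inhibition across all screened compounds plus 3 SD, cut at about 11% in these data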;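 also: 0% = plate median of test wells and 100% = NSC42067 control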
Target sequence (P86926 whole entry, looked up): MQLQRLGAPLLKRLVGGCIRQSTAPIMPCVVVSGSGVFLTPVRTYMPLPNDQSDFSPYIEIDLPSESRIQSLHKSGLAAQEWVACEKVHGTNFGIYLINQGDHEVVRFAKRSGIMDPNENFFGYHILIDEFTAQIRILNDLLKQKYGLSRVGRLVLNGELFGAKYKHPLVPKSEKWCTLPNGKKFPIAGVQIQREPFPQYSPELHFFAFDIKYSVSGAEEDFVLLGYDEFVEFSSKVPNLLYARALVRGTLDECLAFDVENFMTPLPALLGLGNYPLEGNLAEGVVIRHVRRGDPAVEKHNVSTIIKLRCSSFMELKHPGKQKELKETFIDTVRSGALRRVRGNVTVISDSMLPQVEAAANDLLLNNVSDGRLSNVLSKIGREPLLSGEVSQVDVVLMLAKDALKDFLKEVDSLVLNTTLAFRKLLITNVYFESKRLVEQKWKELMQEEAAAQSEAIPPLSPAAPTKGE
The depositor's hits bear a star. An excerpt; rates above refer to the full screens.

Preview:
SMILES	TbREL1 primary
CCCCCCCCN1C(=O)[C@@H](CC(=O)N2CCN(C(=O)C3CC3)CC2)C[C@@]2(C(=O)OC)C1=C[C@H](C(C)C)O[C@@H]2C1CC1	2
COc1ccc(C(=O)NC2CC2)cc1OC1CCN(Cc2ccc(F)cc2Cl)CC1	-3
CCOC(=O)[C@@H]1[C@H]2COc3ccc(Br)cc3[C@@H]2N2C(=O)N(c3cccc(Cl)c3)C(=O)[C@@]12C	4
CC(C)(C)c1ccc(S(=O)(=O)Nc2ccccn2)cc1	-2
CC(NC(=O)c1ccccc1O)c1ccccc1 (stereo not given)	-2
Cc1ccc(C(=O)N2CCC(C(N)=O)CC2)cc1C	1
Cc1cc(NC(=O)CSCC(=O)NC(C)c2ccccc2)no1 (stereo not given)	4

This part in full, repeating the preview:
SMILES	TbREL1 primary
CCCCCCCCN1C(=O)[C@@H](CC(=O)N2CCN(C(=O)C3CC3)CC2)C[C@@]2(C(=O)OC)C1=C[C@H](C(C)C)O[C@@H]2C1CC1	2
COc1ccc(C(=O)NC2CC2)cc1OC1CCN(Cc2ccc(F)cc2Cl)CC1	-3
CCOC(=O)[C@@H]1[C@H]2COc3ccc(Br)cc3[C@@H]2N2C(=O)N(c3cccc(Cl)c3)C(=O)[C@@]12C	4
CC(C)(C)c1ccc(S(=O)(=O)Nc2ccccn2)cc1	-2
CC(NC(=O)c1ccccc1O)c1ccccc1 (stereo not given)	-2
Cc1ccc(C(=O)N2CCC(C(N)=O)CC2)cc1C	1
Cc1cc(NC(=O)CSCC(=O)NC(C)c2ccccc2)no1 (stereo not given)	4
Cc1ccc(C(=O)NNC(=S)NCC2CCCO2)cc1[N+](=O)[O-] (stereo not given)	-4
COCCOC(=O)C1=C(C)NC(=S)NC1c1ccc(OCC(=O)N2CC(C)OC(C)C2)c(OC)c1 (stereo not given)	-8
CC1(c2nnc(-c3cccc(Cl)c3)o2)CC(c2ccccc2Br)=NO1 (stereo not given)	-1
CCCCN(C)c1c(C)nc2ccc(C(=O)NCCc3c[nH]c4ccccc34)cn12	-7
COc1ccccc1-c1nnc(SCC(=O)NC2CC2)n1C	0
COc1ccc(Cl)cc1NC(=O)c1ccco1	3
Nc1c(C(=O)OCC(=O)NCc2ccccc2)[nH]c(=O)[nH]c1=O	0
O=C(c1ccc(S(=O)(=O)N2CCCCC2)cc1)N1CCN(CCN2C(=O)c3cccc4cccc(c34)C2=O)CC1	-1
CCCc1nnc(NC(=O)c2nc(S(=O)(=O)Cc3ccc(C)cc3)ncc2Cl)s1	0
O=S(=O)(c1ccc2c(c1)OCCO2)N1CCN(S(=O)(=O)c2c(F)cccc2F)CC1	0
COc1ccc(NC(=O)CN2C(=O)COc3ccc(S(=O)(=O)N4CCCCC4)cc32)cc1OC	2
Cc1ccc(C(=O)OCC(=O)Nc2sc3c(c2C#N)CCCCC3)cc1NC(=O)c1ccco1	-3
Cn1c(C(=O)N(Cc2ccccc2)Cc2ccccn2)cc2sccc21	2
COc1ccc(CN2CNc3nc4ccccc4n3C2)cc1	-3
CCC(C)C(=O)Nc1nccs1 (stereo not given)	6
COc1ccccc1/C=C/C=N/n1c(-c2ccc(Cl)cc2Cl)n[nH]c1=S	-7
O=C1NC2(CCSC2)C(=O)N1CC(=O)N(Cc1ccccc1)C1CCS(=O)(=O)C1 (stereo not given)	-1
COCCN(C(=O)c1ccccc1Oc1ccccc1)c1c(N)n(CC(C)C)c(=O)[nH]c1=O	2
O=C(COC(=O)COc1ccccc1[N+](=O)[O-])Nc1ccccc1Br	1
COc1cccc(CC(=O)N(CCC2=CCCCC2)c2c(N)n(Cc3ccccc3)c(=O)[nH]c2=O)c1	-1
O=S1(=O)CCOC[C@H](CC2CCCCC2)N1Cc1ccccc1F	5
CC(=O)c1cccc(NC(=O)C2Cc3c(-c4cccc(F)c4)ccnc3O2)c1 (stereo not given)	-2
CC(C)Oc1ccc(S(=O)(=O)N2CCOCC2)cc1NC(=O)C1CCC1	-3
CCOC(=O)c1c(NC(=O)COC(=O)c2cnccn2)sc(C(=O)NC)c1C	0
Cc1ccc(-c2cc(=O)[nH][nH]2)c(C)c1	-1
CCCC(=O)C1=C(O)C(C(=O)OC)C(C)(C)CC1=Nc1cccc([N+](=O)[O-])c1 (stereo not given)	-1
O=C1c2ccccc2C(Nc2ccc3c(c2)OCCO3)N1c1ccc(Cl)cn1 (stereo not given)	0
COCCNC(=O)c1cn(C)c2ccc(S(=O)(=O)N3CCCCC3)cc2c1=O	3
COc1ccc(/C=C/C(=O)NCC(=O)N/N=C(/CCC(=O)O)c2ccccc2)cc1	1
Cc1cc2c(c(=O)n1Cc1cccnc1)C(c1cccs1)C(C#N)=C(N)O2 (stereo not given)	1
CCCC1=NN(C(=O)Cc2ccc(OC)cc2)C(O)(C(F)(F)F)C1 (stereo not given)	1
Clc1ccc(-c2nc3ccc(Cl)cn3c2Cc2ccsc2)cc1	-2
CCCCCCCCN1C(=O)[C@H](CC(=O)N2CCCC2)C[C@@]2(C(=O)OCC)CCCC=C12	0

In another format: entries from further up.
SMILES,TbREL1 primary
Clc1ccc(-c2nc3ccc(Cl)cn3c2Cc2ccsc2)cc1,-2
CCCC1=NN(C(=O)Cc2ccc(OC)cc2)C(O)(C(F)(F)F)C1 (stereo not given),1
Cc1ccc(-c2cc(=O)[nH][nH]2)c(C)c1,-1
COCCNC(=O)c1cn(C)c2ccc(S(=O)(=O)N3CCCCC3)cc2c1=O,3
CCOC(=O)c1c(NC(=O)COC(=O)c2cnccn2)sc(C(=O)NC)c1C,0
COc1ccc(/C=C/C(=O)NCC(=O)N/N=C(/CCC(=O)O)c2ccccc2)cc1,1

Following part
SMILES	TbREL1 primary
COc1cccc(-n2nnnc2SCC(=O)NCCc2ccc(OC)c(OC)c2)c1	0
COc1ccc(C(=O)Nc2ccc(Cl)cc2C(=O)NCc2ccco2)cc1	-4
CCOC(=O)C1=C(C)Nc2nc(SCC(=O)OC)nn2C1c1cc(F)cc(F)c1 (stereo not given)	-1
CC1CCN(C(=O)CNC(=O)CNS(=O)(=O)c2ccccc2)CC1	3
COc1cccc(CC(=O)Nc2ncc(C)s2)c1	0
CC(CN1CCCCC1)c1ccccc1 (stereo not given)	1
O=C(Nc1ccccc1)N1CCSc2cc(Cl)ccc21	4
COC(=O)c1ccc(C)c(NC(=S)NCc2ccc(Cl)cc2)c1	-3
COc1cc(OC)cc(C(C)c2ccc(C)cc2)c1 (stereo not given)	0
Cc1cc([N+](=O)[O-])ccc1NC(=O)c1csc(C)c1C	6

Sorted by length of the SMILES (descending): some entries from above.
SMILES	TbREL1 primary
COc1ccc(C(=O)Nc2ccc(Cl)cc2C(=O)NCc2ccco2)cc1	-4
CC1CCN(C(=O)CNC(=O)CNS(=O)(=O)c2ccccc2)CC1	3
COC(=O)c1ccc(C)c(NC(=S)NCc2ccc(Cl)cc2)c1	-3

Following part:
SMILES	TbREL1 primary
COc1ccc2[nH]c3c(=O)n(/N=C/c4ccc(OC)c(CN5CCCC5)c4)c(C)nc3c2c1	4
Cc1ccc(NNC(=O)c2c(C)noc2C)cc1Cl	0
O=C(NCC(F)(F)F)C1C(=O)Nc2ccccc2C(=O)N1Cc1ccccc1 (stereo not given)	1
CCOC(=O)NC(c1ccc(C(C)C)cc1)C(Cl)(Cl)Cl (stereo not given)	0
C=C(C)C(=O)N1CC2(CC(c3cccc(NC(=O)/C=C\C)c3)=NO2)C[C@H]1C(N)=O (stereo not given in full)	0
C/C(=N\NC(=O)c1c(Br)c(C)nn1C)c1cccc(NC(=O)c2ccccc2F)c1	-3
O=C1CCCCC1Sc1nnc(Nc2ccccc2)s1 (stereo not given)	-1
COc1cc(OC)cc(C(=O)NC(C(=O)Nc2ccc3c(c2)OCO3)C(C)C)c1 (stereo not given)	-1
COCCN1C(=O)N(c2ccc(OC)cc2)C(=O)C1CC(=O)Nc1cccc(F)c1 (stereo not given)	6
O=Cc1cnc(N2CCN(c3ccccc3)CC2)s1	-2
CC(=O)Nc1cccc(NC(=O)CSc2nc(=O)n(CCCN3CCOCC3)c3c2CCC3)c1	1
CCOC(=O)c1ccc(OCCOc2cccc(C)c2)cc1	-1
O=C(CNCc1ccccc1)NCCCN1CCCC1=O	1
COc1ccc(NC(=O)NCCc2ccc(Cl)cc2)cc1OC	-2
CCc1nnc(NS(=O)(=O)c2ccc(NC(=O)c3ccc([N+](=O)[O-])s3)cc2)s1	-1
CC(C)(C)C(=O)N1CCN(c2ccc([N+](=O)[O-])cc2Cl)CC1	-2
O=C(NCc1ccco1)c1nn(-c2ccccc2)c(=O)c2ccccc12	-1
CC(C)c1ccc(C2(C)NC(=O)N(CC(=O)NC3CCCC(C)C3C)C2=O)cc1 (stereo not given)	-1
CCOc1cc(/C=N\NC(=O)Cn2nc([N+](=O)[O-])cc2C)ccc1OCc1cccc2ccccc12	1
CC(C)CNC(=O)c1ccccc1C(=O)NC1(C(=O)NCC(C)C)CCCC1	0
O=C(NCCC1=CCCCC1)C1CCC(=O)N(Cc2ccc(Cl)cc2)C1 (stereo not given)	-3
COc1ccc(CCNC(=O)c2cc(COc3c(F)cccc3F)on2)c(OC)c1	3
CC12CCC(C(=O)NCC3CCCO3)(OC1=O)C2(C)C (stereo not given)	-2
O=c1c([N+](=O)[O-])c(N2CCOCC2)c2ccccc2n1-c1ccccc1	4
Cc1csc(NC(=O)c2nc3nc(C)cc(C)n3n2)n1	3
COc1ccc(NC(=O)c2cc3c(Cl)nc4ccccc4c3s2)cc1OC	5
CCC(C)c1ccccc1N=Cc1ccc2c(c1)OCO2 (stereo not given)	2
CC(C)Oc1ccc(CNC2CCOC(C)(C)C2)cc1 (stereo not given)	3
COc1ccc(NC(=O)C2CCCCN2S(=O)(=O)c2ccccc2)cc1S(=O)(=O)N1CCOCC1 (stereo not given)	6
CCOC(=O)c1c(N)sc(C(=O)Nc2ccccc2F)c1C	0

In another format: results already given
TbREL1 primary | Compound
0 | CCCCCCCCN1C(=O)[C@H](CC(=O)N2CCCC2)C[C@@]2(C(=O)OCC)CCCC=C12
0 | COc1cccc(-n2nnnc2SCC(=O)NCCc2ccc(OC)c(OC)c2)c1

The list continues:
SMILES	TbREL1 primary
Cc1ccc(C(=O)Nc2ccc(Br)c(C(F)(F)F)c2)cc1	4
CCCCOC(=O)c1nc[nH]c1C(=O)OCCCC	0
Cc1[nH]c2ccccc2c1C(=O)CN1C(=O)C(=O)N(Cc2ccco2)C1=O	1
CCOc1cc(N2CCOCC2)c(OCC)cc1NC(=O)CSc1ncn[nH]1	-2
COc1ccc(S(=O)(=O)Nc2ccc(S(=O)(=O)Nc3cc(C)nc(C)n3)cc2)cc1OC	0
Cc1cc(-c2cc(C(=O)O)c3ccccc3n2)c(C)s1	2
COc1ccc(NC(=O)c2cc3cccc(OC)c3oc2=Nc2ccc(C(=O)O)cc2)cc1OC	-2
O=c1c2ccccc2cnn1-c1ccc2ccccc2c1	1
Cc1cc(C)c([N+](=O)[O-])cc1NCC(=O)N1CCN(c2ccccc2)CC1	-4
COc1ccc(-c2csc3ncnc(N4CCN(c5ccccc5Cl)CC4)c23)cc1	1
CCC(CC)C(=O)Nc1nnc(S(=O)(=O)N2CCc3ccccc32)s1	6
CC(C)C[C@H](NC(=O)C1CC1)C(=O)N1CCC[C@H]1C(=O)NCc1ccccc1	-3
COC(=O)c1ccc(C(NC(=O)OCc2ccccc2)/C(F)=C/[C@@H](C)C(=O)NCc2ccc(OC)c(OC)c2)cc1 (stereo not given in full)	-3
CCOC(=O)C1=C(C)NC(C)=C(C(=O)OCC)C1	1
CCCCCn1c(=NC(=O)c2ccco2)c(C(=O)OCC)cc2c(=O)n3ccccc3nc21	-2
Cc1ccc2oc(=O)c3cnn(CC(=O)N4CCN(c5cccc(C(F)(F)F)c5)CC4)c3c2c1	1
CC(Sc1nnc(-c2ccco2)n1N)C(=O)NC1CCCCC1C (stereo not given)	-3
COc1ccc(NC(=O)CN(C)C(=O)c2ccccc2CCc2ccccc2)cc1	-2
COc1ccc(N2CCN(c3nccs3)CC2)cc1	-6
O=C(CN1CCCc2ccccc21)NC(=O)NCc1ccco1	-5
Cc1ccc(C)c(NC(=O)C2CC(=O)N(C(C)C)C2)c1 (stereo not given)	-1
CCOc1ccccc1NC(=O)CSc1nnnn1Cc1ccccc1	-2
O=C(COC(=O)c1ccc(Br)o1)Nc1ccc(N2CCOCC2)cc1	-6
O=[N+]([O-])c1ccc(N2CCN(C(=S)Nc3ccc(F)cc3F)CC2)cc1	-1
O=C(CN1C(=O)NC2(CCCCCC2)C1=O)N1CCN(c2ccccc2)CC1	-1
COC(=O)[C@]12CCCCC=C1N(Cc1ccc(Cl)cc1Cl)C(=O)[C@H](CC(=O)NCCC(C)C)C2	-4
CCOc1ccc(OCc2cccc(C(=O)Nc3ccc(CN4CCCCC4)cc3)c2)cc1	7
COCCCn1c(Cc2csc(Nc3ccccc3)n2)nnc1SCC(N)=O	2
O=C(NNC(=O)c1ccc2ccccc2n1)c1ccc(O)cc1	-4
O=C(NCCN1CCN(C(=O)c2ccc(Br)cc2)CC1)c1ccc(Br)cc1	-1
C=C1CCN([C@@H](CC(C)C)C(=O)NCc2ccc(Cl)cc2)S(=O)(=O)c2ccccc21	2
CC(Sc1nc2c(c(=O)n(C)c(=O)n2C)n1Cc1cc2c(cc1Cl)OCO2)C(=O)O (stereo not given)	7
CC(Sc1nc(-c2ccccc2)cc(C(F)(F)F)n1)C(=O)Nc1sc2c(c1C(N)=O)CCC2 (stereo not given)	2
COc1ccc(NC(C)=[N+](C)CCNS(=O)(=O)c2ccc(Cl)cc2)cc1	-7
COc1ccc(S(=O)(=O)N2CCCCCC2)cc1NC(=O)CN1C(=O)NC(C)(c2ccccc2)C1=O (stereo not given)	-4
O=C(CCC(=O)NC1CCCCC1)Nc1cccnc1	0
O=C(NCCCN1CCCC1=O)c1cccc(C(F)(F)F)c1	2
Cc1c(C(=O)Nc2ccccc2)sc2ncn(CC(=O)N3CCCCC3)c(=O)c12	0
CCCN1C(=O)c2cc(C(=O)NC3CCCCCC3)ccc2C1O (stereo not given)	3
CC1(C)Cc2c(sc3nc(-c4cccs4)n(N)c(=O)c23)CO1	-2
COc1ccc(Br)cc1/C=C/C(=O)NCC(=O)O	1
COc1cccc(NC(=O)CN(C)C(=O)CSc2ccc3c(c2)OCCO3)c1	-1
CCOCc1c(C(=O)Nc2ccc3nc(N4CCOCC4)sc3c2)oc2ccccc12	-7
